PfM18AAP inh = PfM18AAP enzyme inhibition. 1.2% of 290,000 active. AID 1822. inhibition, % at 7.35 µM. recombinant PfM18AAP, H-Glu-NHMec fluorogenic cleavage;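 active = inhibition above the campaign mean inhibition over all tested compounds plus 3 SD, cut at about 28% in these data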;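 also: 0% = plate median of test compound wells and 100% = 2 mM ZnCl2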
UBC9 SUMO inh = SUMOylation inhibition; P63279; HTRF SUMOylation assay, SAE1/SAE2 + UBC9, in vitro; inhibition, % at 35 µM; 0.36% of 290,000 active; AID 2006; in the data active = inhibition above about 50%, passing the limit was not always enough; also: strong numbers were not always called active
p-CIP stab down = lowers stability of the mouse p/CIP coactivator protein; decrease of EGFP signal, % at 10 µM; F442A p/CIP-EGFP cells, EGFP fluorescence, 16 h; Q05BA5; 0.01% of 290,000 active; AID 1984;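 active = EGFP signal decrease of at least 30% at 10 µM or well 3 SD below plate mean, unless failing retest; inactive = the rest, including hits failing retest or dose response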; also: some compounds called inactive have numbers as strong as hits; many of its hits are not listed in these tables
Target sequence (Q05BA5 1-1403): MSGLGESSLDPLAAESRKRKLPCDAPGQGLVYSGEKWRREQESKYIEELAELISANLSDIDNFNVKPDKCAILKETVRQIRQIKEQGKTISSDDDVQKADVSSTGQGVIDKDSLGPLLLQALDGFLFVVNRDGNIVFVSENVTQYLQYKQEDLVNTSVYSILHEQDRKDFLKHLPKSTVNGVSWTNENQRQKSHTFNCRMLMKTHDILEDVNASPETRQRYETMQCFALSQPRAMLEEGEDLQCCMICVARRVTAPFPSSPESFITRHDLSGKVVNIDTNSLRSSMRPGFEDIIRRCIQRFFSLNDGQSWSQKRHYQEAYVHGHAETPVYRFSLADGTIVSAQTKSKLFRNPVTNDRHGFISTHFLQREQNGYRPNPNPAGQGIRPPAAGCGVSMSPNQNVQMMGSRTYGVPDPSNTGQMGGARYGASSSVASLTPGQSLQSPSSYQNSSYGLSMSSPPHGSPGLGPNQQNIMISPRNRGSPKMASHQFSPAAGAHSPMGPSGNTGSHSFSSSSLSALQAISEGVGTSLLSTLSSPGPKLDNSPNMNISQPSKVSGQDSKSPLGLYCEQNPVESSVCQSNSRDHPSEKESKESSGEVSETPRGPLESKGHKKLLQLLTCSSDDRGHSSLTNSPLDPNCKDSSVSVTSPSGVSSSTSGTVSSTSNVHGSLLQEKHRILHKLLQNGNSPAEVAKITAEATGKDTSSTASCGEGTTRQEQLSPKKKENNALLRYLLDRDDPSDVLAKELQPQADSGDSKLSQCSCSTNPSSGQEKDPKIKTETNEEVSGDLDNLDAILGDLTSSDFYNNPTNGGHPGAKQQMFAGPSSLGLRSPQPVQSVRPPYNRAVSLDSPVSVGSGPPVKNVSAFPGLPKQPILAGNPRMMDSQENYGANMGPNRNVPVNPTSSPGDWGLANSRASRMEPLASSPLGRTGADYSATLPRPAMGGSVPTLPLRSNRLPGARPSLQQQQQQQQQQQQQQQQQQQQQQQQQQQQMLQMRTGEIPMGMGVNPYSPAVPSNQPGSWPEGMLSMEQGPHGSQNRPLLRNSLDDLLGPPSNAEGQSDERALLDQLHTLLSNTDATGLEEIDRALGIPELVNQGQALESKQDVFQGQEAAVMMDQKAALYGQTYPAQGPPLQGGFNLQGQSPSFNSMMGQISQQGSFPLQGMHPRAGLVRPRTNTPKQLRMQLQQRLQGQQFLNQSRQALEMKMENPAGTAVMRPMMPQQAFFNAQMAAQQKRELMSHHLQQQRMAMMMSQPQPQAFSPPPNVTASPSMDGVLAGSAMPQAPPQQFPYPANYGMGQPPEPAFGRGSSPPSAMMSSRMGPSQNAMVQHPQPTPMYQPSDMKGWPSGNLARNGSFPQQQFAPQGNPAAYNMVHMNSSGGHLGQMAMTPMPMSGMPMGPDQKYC
MEKK3 PB1 HTS = raises or lowers MEK5 binding to the human MEKK3 PB1 domain | Q99759 | bead-based flow cytometry, Alexa488-MEK5 binding to MEKK3; actives lie on both sides; 0 = blocked by unlabeled MEK5, 100 = vehicle | binding response (% of control), % at 10 µM | 1.4% of 290,000 active | AID 1529;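 active = binding response more than 3 SD above or below the average of its plate-row segment, actives on both sides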;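 also: Alexa488 bead fluorescence after subtracting the streptavidin-only scavenger bead signal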
IDE inh = inhibitors of human insulin-degrading enzyme in cells | HEK cells, FAbetaB cleavage, fluorescence polarization | inhibition, % at 5.59 µM | 0.41% of 320,000 active | AID 434962;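 active = percent inhibition above the average of all tested compounds plus 3 SD, set per screening campaign, cut at about 16% in these data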;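 also: IDE supplied by intact live HEK cells; FP after avidin binding of uncleaved biotin substrate so inhibition keeps polarization high; 0% = DMSO wells and 100% = 60 µM reference IDE inhibitor Ii1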
IDE cell activ = boosts human insulin-degrading enzyme activity in HEK cells; P14735; FAbeta-B cleavage, fluorescence polarization; 0% vehicle, 100% cell-free pure enzyme wells; activation, % at 5.96 µM; 0.073% of 340,000 active;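 active = activation above the mean of all tested compounds plus 3 SD, set per screening campaign, cut at about 17% in these data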
MEKK2mut PB1 HTS = signal of MEK5 binding to mutant human MEKK2 PB1 domain | percent response, % at 10 µM | bead flow cytometry, Alexa488-MEK5 binding to MEKK2 mutant | AID 1530 | 0.35% of 290,000 active; in the data active = percent response above about 24%, passing the limit was not always enough; also: inactives centre near 1; some results filed as inactive read as strong as hits; reference of the scale not given here
MEKK2 WT-MEK5 = raises or lowers MEK5 binding to wildtype human MEKK2 PB1 domain; Q9Y2U5; bead flow cytometry, Alexa488-MEK5 binding to MEKK2 WT; actives lie on both sides; binding response (% of control), % at 10 µM; 1.1% of 290,000 active; in the data active = binding response below about 67% or above about 130%
NALP1 inh = NALP1 inhibition; 0.61% of 280,000 active; AID 2071; inhibition, % at 10 µM; S. cerevisiae NALP1/ASC/caspase-1 growth, X-gal OD620, 72 h; in the data active = inhibition mostly above about 24%, no sharp cut-off; inactive = mostly below about 32%; also: some compounds called inactive have numbers as strong as hits
The depositor's hits bear a star; nt = not tested or not shown; & = joins results of further samples. A portion of the library (hit frequency here may not be typical).

item	PfM18AAP inh	UBC9 SUMO inh	p-CIP stab down	MEKK3 PB1 HTS	IDE inh	IDE cell activ	MEKK2mut PB1 HTS	MEKK2 WT-MEK5	NALP1 inh	Structure
1	4	22	-12	104	2	1	7	107	3	CCc1cc(=O)oc2cc(C)cc(OC(C)C(=O)NCCCn3ccnc3)c12 (stereo unspecified)
2	2	13	2	102	0	-7	-1	104	nt	CN(CC(O)COCc1ccccc1F)C1CCCCC1 (stereo unspecified)
3	9	3	18	102	-8	2	7	105	14	Cc1cc(C)cc(OCCCOc2cccc3cccnc23)c1
4	-7	47	-7	104	7	2	2	107	-8	CCC(C)(C)NC(=O)C(c1cccn1C)N(Cc1ccc(OC)cc1)C(=O)Cn1nnc2ccccc21 (stereo unspecified)
5	-9	-4	5	92	-2	11	-3	96	33	COc1ccccc1CNC(=O)C1CCN(S(=O)(=O)N2CCCCC2)CC1
6	2	-12	16	101	3	5	-6	93	-34	COc1ccc(C(=O)N/N=C/c2ccccc2OC(=O)c2ccccc2)cc1
7	-4	7	0	102	-4	-3	0	102	27	Cc1ccc(C)c(CSC2=NCCN2S(=O)(=O)c2ccccc2)c1
8	6	10	-10	105	-1	0	9	108	10	CC(=O)C1=C(O)C(=O)N(Cc2ccccc2)C1c1ccc(Br)cc1 (stereo unspecified)
9	4	-8	-8	99	-1	3	-3	101	-25	Cc1nn(-c2ccccc2)c(C)c1/C=N/N1CCN(c2ccccn2)CC1
10	0	7	-12	102	0	-4	2	101	9	Cc1cc(C)c2c(=O)[nH]c(SCC(=O)NCc3ccccc3)nc2n1

An excerpt from above, reduced to MEKK2mut PB1 HTS, p-CIP stab down and MEKK3 PB1 HTS.
no.	smiles	MEKK2mut PB1 HTS	p-CIP stab down	MEKK3 PB1 HTS
4	CCC(C)(C)NC(=O)C(c1cccn1C)N(Cc1ccc(OC)cc1)C(=O)Cn1nnc2ccccc21 (stereo unspecified)	2	-7	104
5	COc1ccccc1CNC(=O)C1CCN(S(=O)(=O)N2CCCCC2)CC1	-3	5	92

Additional results follow.
item	PfM18AAP inh	UBC9 SUMO inh	p-CIP stab down	MEKK3 PB1 HTS	IDE inh	IDE cell activ	MEKK2mut PB1 HTS	MEKK2 WT-MEK5	NALP1 inh	Structure
11	2	28	14	100	1	7	6	105	13	Cn1c(Cc2cccs2)nnc1SCc1nc2ccccc2[nH]1
12	4	7	-7	96	5	0	-4	97	25	CCc1cc(C(c2ccncc2)N2CCN(C)CC2)c(NC(=O)c2ccccc2)s1 (stereo unspecified)
13	-13	13	-1	102	4	5	4	96	25	Cc1ccc(NC(=O)COc2ncnc3cc([N+](=O)[O-])ccc23)cc1S(=O)(=O)N1CCOCC1
14	-7	8	-10	99	6	5	2	100	6	Cc1ccc(C)c(S(=O)(=O)c2c(C)cc(C)[nH]c2=O)c1
15	-4	7	-5	100	-3	3	2	101	-6	Cc1ccc(CCCOC(=O)C[N+]2(C)CCOCC2)cc1
16	-2	12	-1	98	-1	2	-5	95	20	Cc1ccc(-n2ncc3c2CCCC3NC(=O)CSc2ccccn2)cc1C (stereo unspecified)
17	8	3	-20	100	2	2	21	112	27	CC(=O)Nc1ccc(NC(=O)COC(=O)c2c3c(nc4ccccc24)CCN(Cc2ccccc2)C3)cc1
18	-3	11	-7	99	2	1	3	99	-1	COc1ccc(CCNC(=O)c2cnc3n(c2=O)CCS3)cc1OC
19	4	7	-4	111	2	4	13	107	2	Cc1cc(C)c(C)c(S(=O)(=O)NCCN2CCOCC2)c1C
20	nt	nt	nt	96	3	-4	0	94	nt	Cc1ccc(Cn2c(C3CCCN3c3nc(-c4ccc(F)cc4)cs3)nc3cc(Cl)c(Cl)cc32)cc1 (stereo unspecified)
21	0	32	-4	107	0	1	7	103	1	CCOc1ccc2[nH]c(=O)c(=O)[nH]c2c1
22	15	5	-1	103	3	0	6	104	27*	O=C(Nc1nncs1)c1cc(-c2ccncc2)nc2ccc(Cl)cc12
23	6	-22	-15	118	6	22*	96*	278*	35	COc1ccc(Cn2c(SCc3ccccc3C)nc3cc(OC)c(OC)cc3c2=N)cc1
24	2	5	-13	108	3	3&2	8	114	11	COC(=O)C1=C(C)NC(C)=C(C(=O)OC)C1C(=O)OCC(=O)N1c2ccccc2CC1C (stereo unspecified)
25	0	-9	-11	104	-2	8	3	101	9	CCOc1ccc(C(=O)Nc2cccc(-c3nc4cccnc4o3)c2)cc1Cl
26	6	9	-8	116	-2	3	0	108	-7	CN(NC(=O)Nc1ccc(Cl)cc1)c1c(Cl)c(Cl)nn1C
27	-1	-11	-11	105	0	-6	3	106	-1	O=C(CSc1nnc(-c2cccnc2)n1C1CCCCC1)NC1CCCC1
28	-4	12	-8	81	2	nt	-5	81	4	O=c1[nH]c(/C=C/c2ccc(Br)cc2)nc2c1cnn2-c1ccccc1
29	0	9	0	105	2	-6	2	107	6	CCCc1cc(=O)[nH]c(NCCc2ccccc2)n1
30	-4	7	-8	100	2	2	0	98	43	COc1cc2c(cc1NC(=O)c1cccc(F)c1)CCCC2

Overlap with the part before: three compounds, then new ones.
item	PfM18AAP inh	UBC9 SUMO inh	p-CIP stab down	MEKK3 PB1 HTS	IDE inh	IDE cell activ	MEKK2mut PB1 HTS	MEKK2 WT-MEK5	NALP1 inh	Structure
28	-4	12	-8	81	2	nt	-5	81	4	O=c1[nH]c(/C=C/c2ccc(Br)cc2)nc2c1cnn2-c1ccccc1
29	0	9	0	105	2	-6	2	107	6	CCCc1cc(=O)[nH]c(NCCc2ccccc2)n1
30	-4	7	-8	100	2	2	0	98	43	COc1cc2c(cc1NC(=O)c1cccc(F)c1)CCCC2
31	5	-1	-4	90	-4	1	-3	93	-9	N#CCOC(=O)c1c2c(nc3ccccc13)CCC2
32	3	24	-1	96	nt	-3	-4	97	15	COc1ccc(-c2coc3c(C)c4oc(=O)c(CC(=O)O)c(C)c4cc23)cc1
33	-9	10	-9	98	-11	3	1	98	14	COc1cc(NC(=O)CN(c2cc(C)cc(C)c2)S(=O)(=O)c2c(C)[nH]c(=O)[nH]c2=O)cc(OC)c1
34	-1	-8	-4	110	3	0	13	159*	18	C#CCOCCOCCOCCNc1nc(N2CCN(C(=O)[C@H](CCCCN)n3cc(CCCC)nn3)CC2)nc(N2CCN(C(=O)[C@H](CCCCN)n3cc(CCCC)nn3)CC2)n1
35	14	3	-10	103	11	-4	4	104	10	CCOC(=O)CSC1=C(C#N)C(C)C2=C(CCCC2=O)N1 (stereo unspecified)
36	-7	20	-11	102	-3	1	1	98	-10	O=C(COc1ccc2ccccc2c1)NNC(=O)c1ccccc1
37	-4	-8	-14	104	-5	3	4	108	3	O=S(=O)(O)c1nc2ccccc2n1CCOc1ccccc1
38	-2	-11	-10	107	1	-6	0	103	3	CN(C)S(=O)(=O)N(CC(=O)N1CCC(Cc2ccccc2)CC1)c1ccccc1
39	3	-1	-2	102	1	2	3	103	56	O=C(CCCN1C(=O)c2ccccc2C1=O)Oc1ccc(Cl)cc1
40	3	5	-10	100	2	1	1	98	43	CC(NC(=O)CCCOc1ccc(Cl)cc1)c1ccccc1 (stereo unspecified)

Entries by screen from the list:
IDE inh for entries 31–39, in order: -4, nt, -11, 3, 11, -3, -5, 1, 1

Next section:
item	PfM18AAP inh	UBC9 SUMO inh	p-CIP stab down	MEKK3 PB1 HTS	IDE inh	IDE cell activ	MEKK2mut PB1 HTS	MEKK2 WT-MEK5	NALP1 inh	Structure
41	-15	0	-10	98	-5	1	4	99	9	c1ccc(C(c2nnnn2C2CCCC2)N2CCN(c3ccccc3)CC2)cc1 (stereo unspecified)
42	-1	6	-22	107	5	6	11	121	5	COc1ccc(C(CNC(=O)c2cccc(S(=O)(=O)NCc3ccccc3)c2)N(C)C)cc1 (stereo unspecified)
43	10	19	-20	101	4	3	-3	91	9	Cc1ccc(/C=c2\s/c(=C(/C#N)C(=O)N3CCCC3)n(Cc3ccco3)c2=O)s1
44	-3	3	-10	105	-2	-1	4	108	12	CCOc1ccc2nc(SCC(=O)NCc3ccccc3)[nH]c2c1
45	-10	16	6	105	-2	-2	2	101	24	O=C(O)CCc1ccc(-c2cccs2)n1CCC(=O)O
46	-8	4	-9	113	1	3	6	110	19	NC(=O)c1c(NC(=O)CN2CCOCC2)sc2c1CCC2
47	-1	9	-20	99	-2	10	1	99	1	COC(=O)c1cc(S(=O)(=O)N2CCN(c3ccccc3)CC2)c[nH]1
48	-6	13	7	98	8	0	-8	90	4	COc1ccccc1NC(=O)CSc1nnc(NC(=O)C2CCC2)s1
49	-2	-14	7	104	1	8	2	102	5	COc1ccccc1NC(=O)CCCC(=O)OCC(=O)c1ccc(F)cc1
50	-2	2	-5	93	2	6	-2	96	13	CCc1csc(CCNC(=O)C2CCC(=O)N(CCOC)C2)n1 (stereo unspecified)
51	3	-11	-1	96	0	-1	-13	86	30	COC(=O)C1(Cc2cc(-c3cccc(Br)c3)no2)CCN(C(=O)OC(C)(C)C)CC1
52	7	6	8	101	3	6	1	101	20	O=C1CCCC(O)=C1N=Nc1cccc(S(=O)(=O)N2CCOCC2)c1
